High-throughput results: PubChem BioAssay, several laboratories
MT1-MMP act inh: blockers of MT1-MMP proenzyme processing, primary screen, HT1080 RFP-PRO-GFP cells, GFP/RFP fluorescence; AID 651647, 2012; GFP/RFP ratio fluorescence, overnight; percent of plate control window, DMSO zero; Matrix metalloproteinase-14 (Homo sapiens), P50281; GFP/RFP ratio change, % at 20 µM; 360,000 tested, 0.061% active;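 active means GFP/RFP ratio change of at least 30% with cell ATP level not reduced by more than half and red fluorescence within 50% of control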; further: strong numbers were not always called active
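Test system: HT1080 RFP-PRO-GFP cells; Benchmarks: DMSO and RFP-L50D-GFP cell wells; Timing: cells overnight before dosing, compound overnight, 37 °C, 5% CO2; Compound: one 20 µM compound dose with 1% DMSO; Read-out: GFP/RFP fluorescence ratio.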
bovine MsrA act: bovine MsrA enzyme activators, primary screen, biochemical, absorbance, HTS. purified bovine MsrA, absorbance read-out. AID 602163, 2012. activation, % at 10.6 µM. 360,000 tested, 0.3% active. Methionine sulfoxide reductase A (Bos taurus); in the data active means activation above about 7.5%;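 further: 0% = vehicle and 100% = reference activator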
SKN-1 block: suppressors of acrylamide-induced Pgst-4::GFP reporter in worms, primary screen, SKN-1 inhibitor project, whole organism, uHTS, GFP/RFP fluorescence ratio, strain VP596; C. elegans VP596 Pgst-4::GFP/RFP ratio, 24 h; inhibition, % at 21.8 µM; 360,000 tested, 0.49% active; AID 624304, 2012;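 active means interference check ratio from 0.5 to 1.5 plus GFP to RFP signal ratio inhibition reaching or exceeding a fixed threshold, cut at about 30% in these data, passing the limit was not always enough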; further: some compounds called inactive have numbers as strong as hits
MsrA inhibitor: bovine MsrA enzyme inhibitors, primary screen, biochemical, absorbance, HTS. inhibition, % at 15.5 µM. Methionine sulfoxide reductase A (Bos taurus). purified bovine MsrA, absorbance read-out. 360,000 tested, 0.75% active. AID 651718, 2012; in the data active means inhibition above about 4.5%;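 further: 0% = vehicle wells with enzyme and 100% = reference inhibitor wells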
FAS-TE inh: FAS thioesterase domain inhibitors, primary screen, biochemical, fluorescence intensity, uHTS; Fatty acid synthase (Homo sapiens), P49327; recombinant FAS-TE, OMFH fluorogenic substrate, fluorescence endpoint; inhibition, % at 15 µM; 360,000 tested, 0.67% active;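 active means compounds whose normalised, plate-corrected inhibition of enzyme fluorescence in the single-dose primary screen is 50% or more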;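 further: 0% = DMSO with enzyme and 100% = substrate without enzyme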
PABP1 MLLE inh: inhibitors of PABP1 MLLE–PAM2 peptide binding, primary screen, biochemical, fluorescence polarization, FITC-PAM2, GST-MLLE | Polyadenylate-binding protein 1 (Homo sapiens), P11940 | 360,000 tested, 0.36% active | inhibition, % at 20 µM; in the data active means inhibition above about 35%, passing the limit was not always enough;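 further: plate controls were DMSO wells with GST-MLLE for no effect and wells lacking GST-MLLE protein for full effect; some results filed as inactive read as strong as hits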
TbMetRS inhib: T. brucei MetRS inhibitors, primary screen, biochemical, luminescence | methionyl-tRNA synthetase (Trypanosoma brucei brucei) | purified T. brucei MetRS, ATP depletion, Kinase-Glo luminescence | inhibition, % at 11.9 µM | 360,000 tested, 0.4% active;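 active means inhibition above a per-plate cutoff of the control wells' mean inhibition plus 3 SD, cut at about 5.5% in these data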;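 further: 0% = DMSO wells median and 100% = median of wells with control inhibitor compound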
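assay system = parasite MetRS enzyme | timing = 15 min preincubation, 2 h reaction, all 25 °C | evaluation = percent inhibition relative to median high and low control wells | medium = HEPES buffer containing pyrophosphatase, BSA, spermine, DTT | compound = single dose, 11.9 µM final nominal, 0.9% final DMSO | detection = Kinase-Glo luminescence, ATP depletion format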
E coli Lon inh: inhibitors of E. coli Lon protease, primary screen, biochemical, fluorescence polarization. purified E. coli Lon protease. inhibition, % at 7.94 µM. 360,000 tested, 0.42% active. P0A9M0; in the data active means inhibition above about 13%, passing the limit was not always enough;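 further: 0% = enzyme with probe and DMSO and 100% = no enzyme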
Target sequence (P0A9M0 whole entry, looked up): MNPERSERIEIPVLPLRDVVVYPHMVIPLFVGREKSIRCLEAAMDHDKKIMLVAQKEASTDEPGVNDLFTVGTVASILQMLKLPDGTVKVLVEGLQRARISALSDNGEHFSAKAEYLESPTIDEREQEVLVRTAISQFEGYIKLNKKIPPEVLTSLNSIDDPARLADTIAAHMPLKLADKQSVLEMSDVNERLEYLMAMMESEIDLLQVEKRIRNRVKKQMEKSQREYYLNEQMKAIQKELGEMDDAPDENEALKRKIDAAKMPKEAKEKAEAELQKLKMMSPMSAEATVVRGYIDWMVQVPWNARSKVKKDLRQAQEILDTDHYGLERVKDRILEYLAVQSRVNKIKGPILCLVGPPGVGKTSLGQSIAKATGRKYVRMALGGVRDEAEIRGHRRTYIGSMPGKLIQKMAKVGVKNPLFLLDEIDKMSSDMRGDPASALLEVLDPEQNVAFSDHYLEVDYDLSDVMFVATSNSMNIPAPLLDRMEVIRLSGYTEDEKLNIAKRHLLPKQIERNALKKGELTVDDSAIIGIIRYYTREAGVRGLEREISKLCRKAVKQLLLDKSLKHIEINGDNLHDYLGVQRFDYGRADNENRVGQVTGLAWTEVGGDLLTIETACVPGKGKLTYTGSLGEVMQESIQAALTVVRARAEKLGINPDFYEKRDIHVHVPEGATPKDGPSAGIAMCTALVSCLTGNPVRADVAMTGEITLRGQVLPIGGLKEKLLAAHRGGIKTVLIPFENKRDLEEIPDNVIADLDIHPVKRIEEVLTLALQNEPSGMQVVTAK
NRP1-CendR mod: modulators of CendR peptide binding to NRP-1, primary screen, biochemical, fluorescence polarization, uHTS; Neuropilin-1 (Homo sapiens), O14786; AID 602438, 2012; FAM-RPARPAR peptide binding to NRP-1; inhibition, % at 25 µM; 360,000 tested, 0.85% active;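 active means inhibition or corrected inhibition above about 18%, plus a signal ratio from 0.5 to 1.5, limit read from the data, passing the limit was not always enough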; further: strong numbers were not always called active
The depositor's hits bear a star.

`COc1ccc(S(=O)(=O)N2CC(C(=O)O)Oc3ccc(CC(=O)O)cc32)cc1` (stereo not given) gave MT1-MMP act inh 7, bovine MsrA act -3, SKN-1 block -8, MsrA inhibitor -0.1, FAS-TE inh -8, PABP1 MLLE inh 4, TbMetRS inhib 0.4, E coli Lon inh -4 and NRP1-CendR mod -2.
For O=C(CSc1nc(=O)n2cc(Cl)ccc2n1)Nc1cccc2ccccc12 the results were MT1-MMP act inh -7, bovine MsrA act -1, SKN-1 block -1, MsrA inhibitor 2.1, FAS-TE inh 0, PABP1 MLLE inh -53, TbMetRS inhib -0.6, E coli Lon inh -22 and NRP1-CendR mod -46.
Screening COc1ccc(CNC(=O)c2noc3c2CCCC3)cc1 returned MT1-MMP act inh 8, bovine MsrA act -2, SKN-1 block 1, MsrA inhibitor -0.8, FAS-TE inh -9, PABP1 MLLE inh -6, TbMetRS inhib -0.4, E coli Lon inh -9 and NRP1-CendR mod -7.
`CC1(C)CC(=O)c2ccc(OCc3ccc([N+](=O)[O-])cc3)cc2O1` gave MT1-MMP act inh -2, bovine MsrA act -3, SKN-1 block -5, MsrA inhibitor -1.5, FAS-TE inh 38, PABP1 MLLE inh -6, TbMetRS inhib -0.8, E coli Lon inh 7 and NRP1-CendR mod -13.
Screening CCOc1ccc(-c2cccc(NS(=O)(=O)c3cc([N+](=O)[O-])ccc3C)c2)nn1 returned MT1-MMP act inh 2, bovine MsrA act -2, SKN-1 block 4, MsrA inhibitor 0.7, FAS-TE inh 34, PABP1 MLLE inh -2, TbMetRS inhib -0.2, E coli Lon inh -15 and NRP1-CendR mod 12.
CCc1c(C)sc(NC(=S)N2CCN(S(C)(=O)=O)CC2)c1C(=O)OC was read as MT1-MMP act inh 0, bovine MsrA act -4, SKN-1 block 1, MsrA inhibitor 2.3, FAS-TE inh -8, PABP1 MLLE inh 1, TbMetRS inhib -0.6, E coli Lon inh -4 and NRP1-CendR mod 11.
`CCOc1ccc(NC(=S)NCCN2CCN(Cc3ccccc3)CC2)cc1` gave MT1-MMP act inh 1, bovine MsrA act 0, SKN-1 block -2, MsrA inhibitor -0.7, FAS-TE inh -4, PABP1 MLLE inh -37, TbMetRS inhib -0.2, E coli Lon inh -1 and NRP1-CendR mod 4.
For CC(C)(C)OC(=O)N/N=C/c1c[nH]c2ccccc12 the results were MT1-MMP act inh 0, bovine MsrA act -2, SKN-1 block -8, MsrA inhibitor 0.4, FAS-TE inh -7, PABP1 MLLE inh -6, TbMetRS inhib 0.0, E coli Lon inh -6 and NRP1-CendR mod -2.
COc1ccc2ccn(S(=O)(=O)c3ccccc3)c2c1 was read as MT1-MMP act inh 0, bovine MsrA act -4, SKN-1 block 3, MsrA inhibitor -0.1, FAS-TE inh 23, PABP1 MLLE inh 5, TbMetRS inhib -0.7, E coli Lon inh 4 and NRP1-CendR mod 7.
`COC(=O)c1[nH]c2ccc(C)cc2c1NC(=O)CN1CCCC(C)(C)C1` gave MT1-MMP act inh 1, bovine MsrA act -3, SKN-1 block -2, MsrA inhibitor 0.5, FAS-TE inh 6, PABP1 MLLE inh -13, TbMetRS inhib -0.2, E coli Lon inh -3 and NRP1-CendR mod 17.
Screening NC(=O)[C@@H]1CCCN1C(=O)c1ccc2oc(CCc3ccccc3)nc2c1 returned MT1-MMP act inh 1, bovine MsrA act -6, SKN-1 block 5, MsrA inhibitor -0.8, FAS-TE inh -3, PABP1 MLLE inh -9, TbMetRS inhib -0.3, E coli Lon inh -3 and NRP1-CendR mod 16.
For O=C(CN1C(=O)c2cccnc2Oc2ccc(Cl)cc21)N1CCOCC1 the results were MT1-MMP act inh 2, bovine MsrA act -1, SKN-1 block 0, MsrA inhibitor -0.9, FAS-TE inh -5, PABP1 MLLE inh -1, TbMetRS inhib -0.3, E coli Lon inh 6 and NRP1-CendR mod -13.
For Cn1c(CSCc2ccc(F)cc2)nnc1SCC(=O)Nc1nccs1 the results were bovine MsrA act -10, SKN-1 block -19, MsrA inhibitor 0.6, FAS-TE inh -9, PABP1 MLLE inh 17, TbMetRS inhib -1.8, E coli Lon inh 2 and NRP1-CendR mod 11.
`CCOC(=O)c1cnc2ccc(OC)cc2c1Nc1ccc2c(c1)OCCO2` gave MT1-MMP act inh -2, bovine MsrA act -10, SKN-1 block -12, MsrA inhibitor -0.6, FAS-TE inh 21, PABP1 MLLE inh 1, TbMetRS inhib -1.2, E coli Lon inh -2 and NRP1-CendR mod 2.
COc1cccc(NC(=O)c2ccc(S(=O)(=O)NCc3cccnc3)cc2)c1 was read as MT1-MMP act inh 0, bovine MsrA act -3, SKN-1 block -2, MsrA inhibitor -0.5, FAS-TE inh -3, PABP1 MLLE inh 6, TbMetRS inhib 0.1, E coli Lon inh 6 and NRP1-CendR mod 12.
O=C1/C(=C/c2ccc3c(c2)OCO3)Oc2cc(OCC(=O)N3CC(O)C[C@H]3C(=O)O)ccc21 (stereo not given in full) was read as MT1-MMP act inh 0, bovine MsrA act -3, SKN-1 block 6, FAS-TE inh -1, PABP1 MLLE inh -23, TbMetRS inhib 0.8, E coli Lon inh -21 and NRP1-CendR mod -24.
Screening O=C(CNC(=O)c1ccc(F)cc1)N/N=C/c1ccc(O)c([N+](=O)[O-])c1 returned MT1-MMP act inh 5, bovine MsrA act -4, SKN-1 block 4, MsrA inhibitor 3.2, FAS-TE inh -7, PABP1 MLLE inh -6, TbMetRS inhib -0.2, E coli Lon inh 5 and NRP1-CendR mod 8.
For Cc1ccc(NC(=O)COC(=O)CN2C(=O)c3ccccc3C2=O)cc1S(=O)(=O)N(C)C the results were MT1-MMP act inh 4, bovine MsrA act -2, SKN-1 block -2, MsrA inhibitor 0.0, FAS-TE inh -4, PABP1 MLLE inh -31, TbMetRS inhib 0.3, E coli Lon inh 4 and NRP1-CendR mod -9.
`Nc1ncc(Br)cc1N=Cc1ccccc1` gave MT1-MMP act inh -16, bovine MsrA act -5, SKN-1 block 8, MsrA inhibitor 0.4, FAS-TE inh -3, PABP1 MLLE inh 8, TbMetRS inhib -0.9, E coli Lon inh 22 and NRP1-CendR mod 3.
Screening CCC(C)(C)c1ccc(OCC(=O)Nc2ccncc2)cc1 returned MT1-MMP act inh 0, bovine MsrA act -6, SKN-1 block -5, MsrA inhibitor -1.8, FAS-TE inh 12, PABP1 MLLE inh 10, TbMetRS inhib -0.4, E coli Lon inh 7 and NRP1-CendR mod -11.
O=C(CCCC1=NS(=O)(=O)c2ccccc2N1)Nc1ccccc1 was read as MT1-MMP act inh -1, bovine MsrA act -1, SKN-1 block 1, MsrA inhibitor -0.4, FAS-TE inh -4, PABP1 MLLE inh 10, TbMetRS inhib 0.8, E coli Lon inh 4 and NRP1-CendR mod 4.
Screening Cc1ccc(NC2c3ncccc3C(=O)N2C2CCCCC2)cc1 (stereo not given) returned MT1-MMP act inh 8, bovine MsrA act 0, SKN-1 block 12, MsrA inhibitor 0.0, FAS-TE inh -1, PABP1 MLLE inh -7, TbMetRS inhib 1.3, E coli Lon inh 8 and NRP1-CendR mod 6.
`O=C(NCc1ccncc1)c1ccc2nc([C@@H]3O[C@H](CO)[C@H](O)[C@H](O)[C@H]3O)[nH]c2c1` gave MT1-MMP act inh 0, bovine MsrA act -6, SKN-1 block 12, MsrA inhibitor 0.1, FAS-TE inh -9, PABP1 MLLE inh -1, TbMetRS inhib 0.0, E coli Lon inh -6 and NRP1-CendR mod -5.
For COc1ccc2cc3cc(C(=O)NCc4cccs4)oc3nc2c1 the results were MT1-MMP act inh -4, bovine MsrA act -5, SKN-1 block 1, MsrA inhibitor 1.2, FAS-TE inh 1, PABP1 MLLE inh -2, TbMetRS inhib -0.9, E coli Lon inh -8 and NRP1-CendR mod -1.
O=C(CSc1nnc2ccc(-c3cccnc3)nn12)Nc1cccc(F)c1 was read as MT1-MMP act inh 0, bovine MsrA act -2, SKN-1 block 1, MsrA inhibitor 0.1, FAS-TE inh -3, PABP1 MLLE inh -19, TbMetRS inhib -0.2, E coli Lon inh -7 and NRP1-CendR mod -1.
O=C(c1cccs1)N1CCN(CCc2ccccc2)CC1 was read as MT1-MMP act inh 0, bovine MsrA act -1, SKN-1 block -8, MsrA inhibitor 0.3, FAS-TE inh -9, PABP1 MLLE inh 5, TbMetRS inhib 0.0, E coli Lon inh 5 and NRP1-CendR mod 8.
Screening NC(=O)C1CCCN(C(=S)Nc2cccc3ccccc23)C1 (stereo not given) returned MT1-MMP act inh 2, bovine MsrA act -2, SKN-1 block 2, MsrA inhibitor 0.8, FAS-TE inh -11, PABP1 MLLE inh -34, TbMetRS inhib 1.1, E coli Lon inh 4 and NRP1-CendR mod -5.
Screening O=C(COC(=O)c1ccc2ncsc2c1)Nc1ncc(Cl)cc1Cl returned MT1-MMP act inh -1, bovine MsrA act -3, SKN-1 block -10, MsrA inhibitor 0.0, FAS-TE inh -1, PABP1 MLLE inh 4, TbMetRS inhib -0.1, E coli Lon inh 16 and NRP1-CendR mod -8.
`Cc1ccc(C(=O)N/C(=C\c2cn(S(=O)(=O)N(C)C)c3ccccc23)C(=O)NCCN2CCOCC2)cc1` gave MT1-MMP act inh 3, bovine MsrA act -1, SKN-1 block 11, MsrA inhibitor 0.4, FAS-TE inh 60*, PABP1 MLLE inh 1, TbMetRS inhib -0.8, E coli Lon inh 2 and NRP1-CendR mod -1.
Cc1ccc2cc(C)c(SCC#N)nc2c1 was read as MT1-MMP act inh 1, bovine MsrA act -1, SKN-1 block -6, MsrA inhibitor 1.6, FAS-TE inh 24, PABP1 MLLE inh 5, TbMetRS inhib -1.5, E coli Lon inh -7 and NRP1-CendR mod 7.
Cc1csc(=O)n1CCC(=O)OCC(=O)Nc1ccc(N2CCOCC2)cc1 was read as MT1-MMP act inh 2, bovine MsrA act 2, SKN-1 block 5, MsrA inhibitor -1.9, FAS-TE inh -6, PABP1 MLLE inh -8, TbMetRS inhib -0.3, E coli Lon inh 6 and NRP1-CendR mod -1.
COC(=O)c1cccc(NC(=O)CN2CCC(NC(=O)c3cc(OC)c(OC)c(OC)c3)CC2)c1 was read as bovine MsrA act -2, SKN-1 block 15, MsrA inhibitor -0.5, FAS-TE inh 3, PABP1 MLLE inh 10, TbMetRS inhib -0.9, E coli Lon inh 1 and NRP1-CendR mod 4.
Screening COCCNC(=O)COC(=O)c1cc(-c2ccc(OC)cc2)nc2ccccc12 returned MT1-MMP act inh -1, bovine MsrA act -1, SKN-1 block 5, MsrA inhibitor 1.6, FAS-TE inh 4, PABP1 MLLE inh -10, TbMetRS inhib 1.3, E coli Lon inh 0 and NRP1-CendR mod -7.
